# Source: PubChem BioAssay
# Vc quorum ag: quorum light induction in luxS cqsA deficient V. cholerae; V. cholerae BH1578 lux reporter, luminescence, 6 h; activation, % at 18.7 µM; actives 0.16% (n = 350,000); AID 588436; in the data active = activation mostly above about 9.7%, no sharp cut-off; also: not every result past the cut was called active; inactives centre near 0; reference of the scale not given here
# Y pestis TopoI: Y. pestis Topo-I inhibition via cleavage products | Y. pestis Topo-I cleavage product accumulation, plate reader | activity, % at 10 µM | actives 0.064% (n = 360,000) | AID 504884; in the data active = activity above about 50%, passing the limit was not always enough; also: inactives centre near 2
# SARS 3CLpro inh: SARS-CoV 3CLpro protease inhibition; P0C6X7; recombinant SARS-CoV 3CLpro, quenched FRET peptide cleavage; inhibition, % at 6 µM; actives 0.14% (n = 290,000); in the data active = inhibition above about 12%
# PriA SSB inh: K. pneumoniae PriA-SSBct interaction inhibition. inhibition, % at 33 µM. AlphaScreen SSBct-PriA binding, biotinylated peptide. actives 0.6% (n = 430,000); in the data active = inhibition mostly above about 37%, no sharp cut-off; inactive = mostly below about 20%;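 also: plate controls were negative control peptide for no effect and reference peptide for full effect; strong numbers were not always called active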
# TcdB GH inh: blocks C. difficile toxin B glycohydrolase activity. P18177. AID 652162. actives 0.24% (n = 350,000). TcdB glycohydrolase enzymatic assay, plate reader. inhibition, % at 9.99 µM; in the data active = inhibition above about 10%
# Rv3671c protease: Rv3671c (M. tuberculosis) protease inhibition | P9WHR9 | inhibition, % at 5.96 µM | actives 0.048% (n = 320,000) | AID 2606; in the data active = inhibition above about 38%;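 also: extracellular domain of Rv3671c used as enzyme; 0% = enzyme with DMSO and 100% = no enzyme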
# VHR inh abs: inhibitors of human VHR1 phosphatase (DUSP3) | actives 0.52% (n = 290,000) | recombinant VHR phosphatase, pNPP absorbance | AID 1654 | inhibition, % at 13.3 µM | P51452; in the data active = inhibition above about 50%; also: some compounds called inactive have numbers as strong as hits
# MazEF act: activators of E. coli MazEF toxin-antitoxin RNase | AID 504720 | activation, % at 20 µM | FAM/BHQ RNA-DNA oligo cleavage fluorescence, 5 h | actives 0.32% (n = 350,000); in the data active = activation above about 50%
# Target sequence (P0AE70 whole entry, looked up): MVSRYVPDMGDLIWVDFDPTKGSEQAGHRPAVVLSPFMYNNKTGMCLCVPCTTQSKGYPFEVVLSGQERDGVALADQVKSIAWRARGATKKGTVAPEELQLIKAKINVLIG
# Anthrax LF inh2: anthrax lethal factor protease inhibition; multiplex microsphere protease cleavage assay, LF; inhibition, % at 10 µM; actives 0.12% (n = 360,000); AID 588501; in the data active = inhibition above about 30%; also: plate controls were buffer without enzyme for full effect and enzyme alone for no effect
# Target sequence (P15917 whole entry, looked up): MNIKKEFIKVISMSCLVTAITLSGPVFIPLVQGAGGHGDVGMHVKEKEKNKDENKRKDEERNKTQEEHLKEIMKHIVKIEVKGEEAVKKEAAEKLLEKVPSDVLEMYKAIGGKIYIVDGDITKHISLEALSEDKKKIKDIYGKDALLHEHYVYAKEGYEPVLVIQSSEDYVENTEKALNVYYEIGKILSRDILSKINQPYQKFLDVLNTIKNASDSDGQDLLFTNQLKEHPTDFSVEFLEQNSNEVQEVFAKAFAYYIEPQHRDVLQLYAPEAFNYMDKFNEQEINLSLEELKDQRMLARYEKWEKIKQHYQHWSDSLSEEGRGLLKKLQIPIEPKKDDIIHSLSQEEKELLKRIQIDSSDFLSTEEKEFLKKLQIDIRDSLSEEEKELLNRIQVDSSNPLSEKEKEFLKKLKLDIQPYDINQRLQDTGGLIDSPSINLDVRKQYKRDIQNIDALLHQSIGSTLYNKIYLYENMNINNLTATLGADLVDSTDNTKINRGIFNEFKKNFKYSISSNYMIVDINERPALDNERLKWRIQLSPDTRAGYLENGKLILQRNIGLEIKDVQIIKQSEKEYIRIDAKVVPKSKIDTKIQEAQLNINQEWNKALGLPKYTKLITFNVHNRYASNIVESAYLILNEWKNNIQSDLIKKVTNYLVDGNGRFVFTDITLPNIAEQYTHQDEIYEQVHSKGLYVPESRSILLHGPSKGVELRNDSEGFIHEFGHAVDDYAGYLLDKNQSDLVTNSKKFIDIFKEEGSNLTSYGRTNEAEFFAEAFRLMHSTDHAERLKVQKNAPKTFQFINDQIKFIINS
# PfHsp40 rescue: rescue of PfHsp40-mediated yeast toxicity; S. cerevisiae expressing PfHsp40, growth rescue, ATP luminescence; growth rescue, % at 12.5 µM; actives 0.68% (n = 340,000); AID 504582; in the data active = growth rescue above about 28%, passing the limit was not always enough;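 also: yeast W303a lacking pdr1 and pdr3 grown in galactose medium; growth measured after three days at 30 °C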
# The depositor's hits bear a star; i = inactive; . = not tested or not shown; & = joins results of further samples. The list is partial (hit frequency here may not be typical).
SMILES,Vc quorum ag,Y pestis TopoI,SARS 3CLpro inh,PriA SSB inh,TcdB GH inh,Rv3671c protease,VHR inh abs,MazEF act,Anthrax LF inh2,PfHsp40 rescue
CCCc1cc(=O)oc2c(C)c(OCC(=O)N3C[C@H]4C[C@@H](C3)c3cccc(=O)n3C4)ccc12,-0.4,3,-2,-2,-1.1,3,13,10,-1,0.1
CCC(NC(=O)Nc1nnc(C(F)(F)F)s1)(C(F)(F)F)C(F)(F)F,i,9,-2,0,.,-2,-1,3,0,0.1
Cc1cccc(C)c1NC(=O)COC(=O)c1cc(=O)c2ccccc2o1,-0.1,1,-2,-3,1.1,10,-11,-9,0,0.4
O=C(COc1ccccc1)NC(=S)Nc1cccc([N+](=O)[O-])c1,-1.4,-2,2,13,.,-3,-28,10,1,1.2
CCC(C)NCCCCOc1cc(C)cc(C(C)C)c1 (stereo not given),-0.7,1,3,0,0.0,6,1,3,-2,1.0
COc1ccc(C(NC(=O)C2CCN(CCc3ccccc3)CC2)c2ccccn2)cc1 (stereo not given),-0.4,2,.,.,0.7,.,.,.,-2,.
Cc1ccc(S(=O)(=O)C/N=C(/NC(=S)N(c2ccccc2)c2ccccc2)c2ccccc2)cc1,i,-9,-5,.,0.4,-4,24,7,-7,1.4
CNC(=O)COc1ccccc1C(=O)Nc1ccc2c(c1)oc1ccccc12,2.4,-1,0,-8,.,0,55*,-36,-1,0.4
CCOc1ccccc1OCCN1CCCC1,-1.8,0,-3,-11,-0.1,4,64,5,-8,0.7
CCc1nc2c(OCc3ccc(C(F)(F)F)cc3)cccn2c1N(C)C(=O)CC(C)C,0.3,19,.,.,2.1,.,.,.,-4,.
O=c1c2ccccc2nc(/C=C/c2cc(Br)ccc2O)n1CCO,i,-5,.,-3,2.0,4,.,3,-4,-0.6
COCCn1nnnc1CN1CCN2CCCC2C1 (stereo not given),-7.1,-6,-1,-5,0.4,-9,8,-3,-3,1.1
CC(=O)OC1(C(C)=O)CCC2C3CC(Cl)C4=CC(=O)CCC4(C)C3CCC21C (stereo not given),i,5,.,1,-0.6,.,.,1,6,1.4
COc1cccc(NC(=O)/C=C/c2ccc(S(=O)(=O)N3CCOCC3)cc2)c1,-0.3,-8,.,3,0.0,-2,.,-6,.,0.6
CN1CCN(c2ccc(-c3ccnn3C(=O)Nc3ccccc3)cc2)CC1,2.5,-2,3,-6,0.3,-4,12,0,0,-1.1
COc1cc(C2CC(=O)C=C(O)C2)cc(OC)c1OC (stereo not given),-1.6,4,4,-10,.,6,-1,1,0,-0.4
COC(=O)c1c(C(=O)OC)c2n(c1C)CCC2,-0.3,-3,1,-5,.,-2,19,5,-3,0.8
COc1cccc(CNC(=S)Nc2ccc(Cl)cc2C)c1,-0.5,2,-1,-14,0.2,1,11,0,12,2.6
Cc1ccc(Cl)cc1N1CCN(C(=O)C2CCCN(S(=O)(=O)c3cnc[nH]3)C2)CC1 (stereo not given),-0.2,32,1,-3,0.7,5,16,-4,-3,0.3
Nn1c(SCC(=O)Nc2cccc(C(F)(F)F)c2)nncc1=O,i,-1,3,-12,2.3,-7,32,5,5,-0.2
CCOc1ccc(CN(C)C(=O)[C@H](Cc2ccccc2)NC(=O)OCc2ccccc2)cc1OC,-0.2,24,1,0,1.9,-10,34,-13,-1,-0.2
COCCN(C(=O)CCC(=O)Nc1cc(C)on1)C(C(=O)NC1CCCC1)c1ccc(C(C)C)cc1 (stereo not given),-0.8,1,-4,-6,-0.8,10,-14,5,0,0.8
COC(C(=O)C(O)C(C)O)C1Cc2cc3cc(OC4CC(OC5CC(O)C(O)C(C)O5)C(O)C(C)O4)c(C)c(O)c3c(O)c2C(=O)C1OC1CC(OC2CC(OC3CC(O)C(OC)C(C)O3)C(O)C(C)O2)C(O)C(C)O1 (stereo not given),-5.6,26,.,-16,-13,.,.,-38,1,1.5
O=C(Nc1ccc(Cl)cc1)N1CCC(c2nc(-c3ccccc3Cl)no2)CC1,0.9,-5,-1,-17,.,-14,-32,4,-5,5.7
O=c1[nH]c(CN2CCN(c3ccccn3)CC2)nc2c(Br)cc(Br)cc12,-0.3,17,-7,-22,0.0,-8,4,0,-7,-0.5
CN(C(=O)COC(=O)c1ccccc1C(=O)N1CCN(c2ccccc2)CC1)c1ccccc1,-0.1,25,0,1,8.1,7,22,15,7,-0.7
Cc1ccccc1-n1cc(-c2ccc(Br)cc2)nc1SCC(N)=O,i,35,-3,28,1.5,-1,26,2,3,7.5
COc1ccc(NC(=S)N(CCN(C)C)C(C)c2ccco2)cc1Cl (stereo not given),-0.1,1,5,-1,0.7,-5,7,-1,-2,-2.3
O=C(O)c1cccc2c1C(=O)c1ccc(-c3ccc(Cl)c(C(F)(F)F)c3)cc1S2(=O)=O,2.8,2,.,7,.,-5,.,-1,2,-0.1
COc1cccc(C(C)NC(=O)Nc2cc(Cl)ccc2OC)c1 (stereo not given),-0.5,3,0,-1,0.5,1,1,9,-6,0.3

# Two entries drawn at random from those above:
SMILES,Vc quorum ag,Y pestis TopoI,SARS 3CLpro inh,PriA SSB inh,TcdB GH inh,Rv3671c protease,VHR inh abs,MazEF act,Anthrax LF inh2,PfHsp40 rescue
Cc1ccc(Cl)cc1N1CCN(C(=O)C2CCCN(S(=O)(=O)c3cnc[nH]3)C2)CC1 (stereo not given),-0.2,32,1,-3,0.7,5,16,-4,-3,0.3
COc1cccc(NC(=O)/C=C/c2ccc(S(=O)(=O)N3CCOCC3)cc2)c1,-0.3,-8,.,3,0.0,-2,.,-6,.,0.6

# Results in TcdB GH inh and Anthrax LF inh2, for 3 of the compounds above:
molecule,TcdB GH inh,Anthrax LF inh2
CCOc1ccc(CN(C)C(=O)[C@H](Cc2ccccc2)NC(=O)OCc2ccccc2)cc1OC,1.9,-1
COCCN(C(=O)CCC(=O)Nc1cc(C)on1)C(C(=O)NC1CCCC1)c1ccc(C(C)C)cc1 (stereo not given),-0.8,0
COC(C(=O)C(O)C(C)O)C1Cc2cc3cc(OC4CC(OC5CC(O)C(O)C(C)O5)C(O)C(C)O4)c(C)c(O)c3c(O)c2C(=O)C1OC1CC(OC2CC(OC3CC(O)C(OC)C(C)O3)C(O)C(C)O2)C(O)C(C)O1 (stereo not given),-13,1

# Additional records:
SMILES,Vc quorum ag,Y pestis TopoI,SARS 3CLpro inh,PriA SSB inh,TcdB GH inh,Rv3671c protease,VHR inh abs,MazEF act,Anthrax LF inh2,PfHsp40 rescue
Cc1ccc2nc(C)cc(NCCO)c2c1,-1.4,-4,2,-9,.,-2,2,4,1,1.2
CCC(C)[C@H](NC(=O)OC(C)(C)C)C(=O)N/N=C/c1ccc2nccnc2c1 (stereo not given in full),-0.5,-2,0,.,.,3,19,7,1,-0.5
COc1ccc(-n2c(COc3ccc(C)cc3)n[nH]c2=S)cc1,i,1,8,-11,1.1,2,30,3,-6,2.0
Oc1ccc(Cl)cc1Nc1nc(NCC2CCCO2)c2ccccc2n1 (stereo not given),-1.5,-28,.,-11,0.5,-2,.,36,-4,-1.1
O=C(O)c1ccc(COCC(F)(F)F)cc1,i,8,-3,-5,.,1,2,4,-1,0.5
O=C(CCNC(=O)Cn1cnc2ccccc2c1=O)NCCC1=CCCCC1,i,7,-2,-1,.,-3,-19,1,0,-1.9
COc1ccccc1C(CNc1nc(C(F)(F)F)nc2ccccc12)N(C)C (stereo not given),-3.3,-7,2,0,0.9,0,-1,4,-4,1.6
Cc1cccc(NS(=O)(=O)c2ccc(C(C)(C)C)cc2)n1,-0.4,1,-4,-6&-13,-0.2,4,12,6,17,-0.9
CN(C)S(=O)(=O)c1cccc(NC(=S)N2CCc3ccccc32)c1,i,11,0,3,2.4,-3,22,7,-10,-0.3
CC(CCCCCCCCC(=O)O)N(CCO)C(=O)OC(C)(C)C (stereo not given),2.4,4,.,2,0.3,3,.,2,3,0.9
COc1ccc(N2CCN(c3nc(C)c(C)c(=O)[nH]3)CC2)cc1,i,-3,-2,-1,0.5,3,22,-15,-31,-1.5
CC(C)(C)OC(=O)C[C@H]1C/C=C\C[C@@H](CC(=O)N[C@@H](CO)Cc2ccccc2)C(=O)NC[C@H](c2ccccc2)OC1=O,-1.0,2,.,-6,1.1,-6,.,-2,-1,-0.9
CCN1CCN(C(=S)NCC(C)C)CC1,i,5,2,-21,.,8,-2,7,-1,-0.6
Cc1ccc2ccc(C)[n+](CCCS(=O)(=O)[O-])c2c1,-0.7,6,5,-7,1.0,-16,31,-7,12,-0.1
Cc1cc(Cl)ccc1Oc1nc(-c2ccc(F)cc2)ccc1C#N,-1.7,-1,-1,-11,.,-6,14,8,-1,-1.8
COc1ccccc1NNC(=O)c1cccnc1Oc1ccccc1,7.1,-3,1,-4,0.0,0,5,4,-5,-1.2
CC(C)Cc1nc2ccccc2[nH]1,-0.3,-4,1,-12,1.0,6,-6,-3,-6,0.0
COc1cc(C(=O)N2CCN(C3CCC(C)CC3)CC2)cc(OC)c1OC (stereo not given),i,0,2,-2,3.0,2,17,11,-2,2.1
CCN1CCCC1CNc1ncnc2c1[nH]c1ccc(Cl)cc12 (stereo not given),-1.3,-19,-2,16,.,-2,18,4,-3,1.3
CC1(C)OC(=O)N(Cc2ccco2)C1(C)O (stereo not given),-1.0,-6,0,-2,.,-2,12,10,2,-1.0
O=C(OCCOc1ccccc1Cl)c1cc(S(=O)(=O)N2CCCCC2)ccc1N1CCOCC1,-0.3,16,.,-10,-0.4,.,.,0,-6,21
COc1ccc(CC(=O)NCC(=O)NC(Cc2ccccc2)C(=O)O)cc1 (stereo not given),0.0,-2,-1,3,-0.2,0,24,-8,-8,-0.4
O=c1cc(SCc2ccc(Cl)cc2Cl)nc[nH]1,-1.0,13,.,-4,1.2,.,.,-4,-7,-0.4
COC(=O)c1ccc(NS(=O)(=O)c2ccc(Cl)cc2)o1,i,6,1,-5,0.4,8,17,3,-2,0.3
COCCCNC(=O)c1ccc(Cn2c(=O)c3ccccc3n(CC(=O)NCc3ccco3)c2=O)cc1,-0.4,-2,5,-8,-0.2,6,38,5,-7,-2.3
O=C(COC(=O)Cc1ccc(Br)cc1)NC1CCCCC1,i,-1,-3,-16,0.6,2,15,4,5,0.0
CC(=O)NC(NC(C)=O)c1cccc(OCc2ccccc2)c1,-4.5,9,-4,-7,0.2,11,-2,-1,0,-1.2
Cc1cccn2cc(-c3cccc(S(=O)(=O)N4CCOCC4)c3)nc12,i,17,-3,-7,-0.7,-3,18,-2,-3,-0.5
O=C(COc1ccccc1)N(Cc1cc2ccccc2[nH]c1=O)CC1CCCO1 (stereo not given),-0.3,-2,1,-4,.,-2,-8,3,2,0.0
O=C(OCC#CCSc1nc2ccccc2o1)c1cc2ccccc2o1,i,25,0,-52,.,-2,13,0,.,0.4
NC(=O)c1nc(C(=O)N2CCN(c3ccccc3)CC2)c2ccccc2n1,i,3,.,2,0.7,7,.,2,-2,-1.5
CC(C)CNC(=O)C1Nc2ccccc2C2C=CCC12 (stereo not given),i,8,.,14,0.4,8,.,4,-8,-0.1
Cc1nc(-c2ccc(C(=O)Nc3ccc(F)cc3)cc2)cs1,-0.3,-6,-1,-10,0.2,-8,35,-6,-1,-0.5
CCc1cc(=O)oc2c(CNCc3ccccc3F)c(O)c(Cl)cc12,1.2,-3,-2,-8,0.9,-4,1,7,4,0.2
NC(=Nc1ccccc1)NC(=O)c1nc(Cl)c(N)nc1N,-3.0,0,.,3,1.3,3,.,11,-6,-0.1
CCCCN(CC)CCNC(=S)Nc1ccc2nc(N3CCN(C)CC3)cc(C)c2c1,-0.7,-6,3,13,1.7,-5,27,7,3,-0.1
CCCc1nn(C)c(C(=O)Nc2ccc(CC)cc2)c1Cl,-0.3,45,0,-40,.,-7,8,-2,-2,1.3
O=C(CC1S/C(=N/N=C2CCCCCC2)NC1=O)Nc1ccccc1C(F)(F)F (stereo not given),i,1,2,.,0.0,-2,49,-1,13,-1.0
COc1ccc(NS(=O)(=O)c2ccc(NC(=O)c3ccccc3Br)cc2)nn1,-4.1,8,3,-15&-21&-6,2.5,2,-3,5,-9,0.2
